Compound activity from PubChem BioAssay.
UHRF1 MBD2 ctr: human UHRF1 methylated DNA binding inhibitors; Q96T88; UHRF1 binding to methylated oligo, TR-FRET; hit rate 0.75% among 370,000; inhibition, % at 4.4 µM; in the data active = inhibition above about 21%;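 note: UHRF1 SRA domain binding a hemimethylated CpG hairpin DNA probe; 0% = median of test compound wells and 100% = reference inhibitor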
Tn6 DDE FP: disrupts Tn6 cyclic peptide binding to fibrin D-Dimer-E complex; Fibrin DD(E) TRITC-Tn6 fluorescence polarization displacement; AID 720509; P02675; inhibition, % at 8.3 µM; hit rate 0.21% among 370,000;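 active = inhibition above a per-campaign cutoff: mean of compounds within control limits plus 3 SD, cut at about 15% in these data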;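 note: 0% = median of all compound wells on the plate and 100% = blocking peptide control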
PLCb3 inh: PLC-beta3 (human) inhibition, primary screen; Q01970; Purified PLC-beta3, fluorogenic substrate, fluorescence; inhibition, % at 12.2 µM; hit rate 0.18% among 370,000; AID 720704; in the data active = inhibition above about 11%;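 note: 0% = median of compound wells on plate and 100% = full blocker control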
ASAP1 GAP inh: ASAP1 ArfGAP inhibition; AID 624377; ASAP1-stimulated ARF1 GTP hydrolysis, GDP FP detection; hit rate 0.19% among 360,000; Q9ULH1; inhibition, % at 16.5 µM; in the data active = inhibition above about 25%;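 note: 0% = vehicle with enzyme and substrate and 100% = no enzyme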
MBD2 inh: inhibitors of human MBD2 binding to methylated oligonucleotide. Q9UBB5. TR-FRET. inhibition, % at 4.4 µM. hit rate 0.31% among 370,000. AID 686964; in the data active = inhibition above about 13%
ARFGAP1 inhibitor: inhibits rat ARF GTPase activating protein 1; Q62848; Arfgap1-stimulated ARF1 GTP hydrolysis, GDP FP detection; inhibition, % at 16.5 µM; hit rate 0.26% among 360,000; AID 651572;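 active = inhibition above a per-plate limit, mean inhibition of low control wells plus 3 SD, cut at about 25% in these data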;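 note: 0% = DMSO wells with enzyme and 100% = wells lacking Arfgap1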
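system = rat Arfgap1 catalytic domain, aa 1-136 | technique = FP, GDP Alexa 633 tracer displaced from anti-GDP antibody, 620/688 nm | compound = one concentration, 16.5 µM, DMSO 1.26% | medium = HEPES-based buffer, pH 7.5 | timing = compound-enzyme preincubation 20 min, reaction 120 min, detection 60 min, 25 °C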
ADAM17 inh: inhibits human ADAM17; P78536; recombinant ADAM17, EDANS/DABCYL FRET peptide cleavage; inhibition, % at 6.95 µM; hit rate 0.83% among 370,000;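 active = inhibition above the mean of compounds lying between control limits plus 3 SD, set per campaign, cut at about 8.5% in these data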;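 note: 0% = DMSO-only wells as the low control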
Tn7 DDE FP: disrupts Tn7 cyclic peptide binding to fibrin D-Dimer-E complex; hit rate 0.13% among 370,000; P02675; FP displacement of FITC-Tn7 peptide from fibrin DD(E); 0% = median of compound wells per plate; inhibition, % at 8.3 µM;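 active = inhibition above the mean of compounds falling within the control limits plus 3 SD of them, cut at about 14% in these data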;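 note: 0% = plate median of compound wells and 100% = 10 µM Aha-Tn7 peptide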
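System: human fibrin DD(E); quantity: Fibrin-DD(E) at 2 µM final; also added: fluorescent Tn7 probe at 0.1 µM; compound dosing: single nominal test concentration of 8.3 µM per compound; schedule: 10 min preincubation, 3 h with tracer, room temperature; detection: fluorescence polarization of the labelled Tn7 tracer; repeats: one replicate per compound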
KLK7 zymogen act: activators of human kallikrein-7 zymogen | P49862 | purified proKLK7, EDANS-DABCYL substrate fluorescence; 100% is mature enzyme control, 0% vehicle | activation, % at 7 µM | hit rate 0.9% among 370,000 | AID 652039;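 active = activation above the mean of all tested compounds plus 3 SD, computed per campaign excluding outliers beyond control limits, cut at about 13% in these data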
PLCg1 inh: inhibitors of human phospholipase C gamma1 | P19174 | purified PLC-gamma1, fluorogenic substrate, fluorescence | inhibition, % at 12.2 µM | hit rate 0.84% among 370,000; in the data active = inhibition above about 9.5%
Target sequence (P19174 whole entry, looked up): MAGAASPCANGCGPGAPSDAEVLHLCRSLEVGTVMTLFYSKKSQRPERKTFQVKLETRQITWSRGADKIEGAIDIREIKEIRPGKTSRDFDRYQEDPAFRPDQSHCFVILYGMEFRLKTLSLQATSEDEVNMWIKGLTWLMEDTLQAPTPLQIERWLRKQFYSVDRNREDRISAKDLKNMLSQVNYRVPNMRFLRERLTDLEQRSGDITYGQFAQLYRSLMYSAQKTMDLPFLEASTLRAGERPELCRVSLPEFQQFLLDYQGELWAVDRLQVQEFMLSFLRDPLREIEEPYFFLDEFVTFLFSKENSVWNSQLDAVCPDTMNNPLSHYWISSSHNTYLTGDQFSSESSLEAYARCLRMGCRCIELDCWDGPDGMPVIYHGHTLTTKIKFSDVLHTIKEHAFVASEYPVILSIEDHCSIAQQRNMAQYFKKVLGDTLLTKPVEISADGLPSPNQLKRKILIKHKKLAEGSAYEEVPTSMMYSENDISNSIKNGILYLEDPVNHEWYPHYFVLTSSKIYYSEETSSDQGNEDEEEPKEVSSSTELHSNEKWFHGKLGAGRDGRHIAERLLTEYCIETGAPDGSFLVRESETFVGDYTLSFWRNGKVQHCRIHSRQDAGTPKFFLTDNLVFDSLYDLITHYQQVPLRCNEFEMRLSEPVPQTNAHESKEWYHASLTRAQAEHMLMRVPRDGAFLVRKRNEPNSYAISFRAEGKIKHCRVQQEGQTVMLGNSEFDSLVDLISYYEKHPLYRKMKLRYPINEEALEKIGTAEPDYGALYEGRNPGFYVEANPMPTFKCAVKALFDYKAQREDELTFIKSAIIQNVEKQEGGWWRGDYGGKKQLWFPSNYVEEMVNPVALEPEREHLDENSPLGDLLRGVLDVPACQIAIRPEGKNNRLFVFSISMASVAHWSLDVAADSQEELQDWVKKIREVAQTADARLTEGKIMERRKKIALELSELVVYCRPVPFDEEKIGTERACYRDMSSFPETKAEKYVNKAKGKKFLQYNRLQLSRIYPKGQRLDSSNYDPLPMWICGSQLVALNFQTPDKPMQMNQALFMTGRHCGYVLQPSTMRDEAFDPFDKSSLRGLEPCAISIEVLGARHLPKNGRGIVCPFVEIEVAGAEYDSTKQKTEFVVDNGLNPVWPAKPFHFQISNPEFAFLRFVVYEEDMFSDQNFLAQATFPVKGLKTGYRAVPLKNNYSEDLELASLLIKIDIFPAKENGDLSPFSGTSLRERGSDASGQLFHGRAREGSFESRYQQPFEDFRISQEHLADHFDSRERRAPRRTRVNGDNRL
Starred values were filed as active, the others as inactive; i = inactive; nt = no result given.

SMILES	UHRF1 MBD2 ctr	Tn6 DDE FP	PLCb3 inh	ASAP1 GAP inh	MBD2 inh	ARFGAP1 inhibitor	ADAM17 inh	Tn7 DDE FP	KLK7 zymogen act	PLCg1 inh
Cc1noc(C)c1COC(=O)/C=C/c1ccc(Cl)cc1	1	-4	0	1	-1	1	2	-3	0.1	0
O=c1[nH]c(-[n+]2ccccc2)c(/C=N/N=C(\[O-])c2ccccc2)s1	-4	9	-6	-3	-7	-6	-2	4	0.3	7
CC(C)c1ccc(NC(=O)C2CCN(S(=O)(=O)c3ccc4c(c3)NC(=O)CO4)CC2)cc1	0	6	-8	1	-1	4	2	-2	0.3	-1
Cc1noc(C)c1CSc1ccccc1C(=O)Nc1nccs1	-2	-3	-2	-2	-1	-1	-5	0	0.2	-1
CCN(CC(=O)Nc1c(F)cccc1F)C(=O)c1cccn1C	1	9	3	-8	-2	-5	5	-5	-0.5	2
CC(=O)Nc1ccc(SC(C)C(=O)NC2CCCC2)cc1 (configuration not stated)	1	-1	1	5	-2	-20	-3	1	-0.2	1
CN(CC(=O)Nc1ccccc1Br)C(=O)c1sccc1-c1ccccc1	2	1	-8	-1	4	1	-2	9	-0.6	0
O=C(NC(=S)Nc1ccc(Cl)cc1Cl)C1CC1	0	0	6	11	3	5	1	-10	0.5	2
O=c1c2cc3c(nc2[nH]c(=S)n1-c1ccccc1)CCCC3	1	2	-12	-2	4	3	-14	-2	0.7	-10
CCNC(=O)COC(=O)CCC(=O)c1ccc(F)cc1	6	-1	-8	-6	-1	14	-4	10	-0.1	-1
CCN(CC)S(=O)(=O)c1ccc(C)c(NC(=O)COC(=O)CNC(=O)c2ccc(C(C)(C)C)cc2)c1	2	5	-1	0	-2	-3	1	2	0.2	3
O=c1cc(CSc2nc3ccccc3c(=O)[nH]2)c2ccc(O)cc2o1	-3	1	-77	2	-1	4	-26	-3	-11	-67
N#C/C(=C(/O)CN1CCOCC1)c1nc(-c2ccccc2)cs1	8	-1	-8	3	2	-1	-1	-2	-0.5	-8
O=C(/C=C/c1ccccc1)Nc1cccc(S(=O)(=O)Nc2ccccc2F)c1	1	-8	-5	2	1	1	5	-2	0.1	-2
COc1ccccc1N1CCN(C(=O)c2ccc(Br)s2)CC1	0	1	2	-8	-4	3	-3	8	0.0	0
CCCOC(=O)c1ccc(NC(=O)C2CCCO2)cc1 (configuration not stated)	4	7	0	0	-4	-3	-4	-3	0.0	-1
CSc1ccc(Cl)c(C(=O)NC2CCCC2)c1	6	0	7	10	2	0	-1	-9	-0.2	4
COc1ccccc1N1CCN(C(=O)CN(C2CCCCC2)S(C)(=O)=O)CC1	-2	4	-6	-16	-1	-5	-2	9	0.2	-1
COc1cc(Cl)cc(C2NC(=O)NC(C)=C2C(=O)NCc2ccccc2)c1O (configuration not stated)	-2	8	0	1	6	3	-3	7	0.0	2
CC(OC(=O)c1snc(C(=O)NC2CCCCC2)c1N)C(=O)NC1CCCCC1 (configuration not stated)	-1	2	-4	-8	-1	-4	-12	-1	-0.1	0
Nc1ccc(C(=O)NCc2ccccc2)cc1	0	-3	-5	4	3	7	-5	-8	0.0	-1
COc1ccc(N2CCN(CC(O)COC(C)(C)C)CC2)cc1 (configuration not stated)	-2	0	-11	2	4	8	-3	-4	0.1	2
CC(=O)Nc1cccc(NC(=O)CSc2nc(=O)n(Cc3ccccn3)c3c2CCC3)c1	2	6	-6	9	3	-2	0	1	0.0	0
Nc1nc2ncccc2cc1C(=O)NC1CC1	3	-4	-469	1	0	1	i	-1	25*	-415
O=C(NC(=S)Nc1nc2c(ccc3ccccc32)s1)c1cccs1	-2	-3	-32	11	-3	-5	2	-3	-0.2	-23

Some entries already given, showing only MBD2 inh and UHRF1 MBD2 ctr:
smiles | MBD2 inh | UHRF1 MBD2 ctr
O=c1c2cc3c(nc2[nH]c(=S)n1-c1ccccc1)CCCC3 | 4 | 1
CCNC(=O)COC(=O)CCC(=O)c1ccc(F)cc1 | -1 | 6

In another format: 2 of the compounds above
Molecule | UHRF1 MBD2 ctr | Tn6 DDE FP | PLCb3 inh | ASAP1 GAP inh | MBD2 inh | ARFGAP1 inhibitor | ADAM17 inh | Tn7 DDE FP | KLK7 zymogen act | PLCg1 inh
CC(=O)Nc1cccc(NC(=O)CSc2nc(=O)n(Cc3ccccn3)c3c2CCC3)c1 | 2 | 6 | -6 | 9 | 3 | -2 | 0 | 1 | 0.0 | 0
Nc1nc2ncccc2cc1C(=O)NC1CC1 | 3 | -4 | -469 | 1 | 0 | 1 | i | -1 | 25* | -415

Continuation.
SMILES	UHRF1 MBD2 ctr	Tn6 DDE FP	PLCb3 inh	ASAP1 GAP inh	MBD2 inh	ARFGAP1 inhibitor	ADAM17 inh	Tn7 DDE FP	KLK7 zymogen act	PLCg1 inh
O=C(CCN1CCN(c2ccccc2)CC1)NNC(=O)c1ccccc1	-1	0	1	-10	2	-11	0	-2	0.3	2
COc1cc(C2C(C(=O)c3ccco3)=C(O)C(=O)N2CCc2ccccc2)ccc1O (configuration not stated)	-7	-2	1	-8	-4	-3	-1	-6	-0.1	-1
CC1=C(C(=O)NCc2ccccc2)C(c2cc(Br)cc(Br)c2OC(C)C)NC(=O)N1 (configuration not stated)	-3	-4	4	-2	-2	-8	1	-1	-0.1	-3
O=C(Nc1ccccc1NC(=O)c1ccco1)c1ccccc1	-2	6	-7	-16	-1	0	0	1	0.6	1
CCc1nc2c(OCc3ccccc3)cccn2c1N(C)C(=O)c1ccco1	0	-2	1	4	-2	20	1	4	-0.1	2
C=CCNc1nc(Nc2ccc(OC)cc2)nc(OC)n1	1	6	0	-13	-6	3	-3	2	-0.3	-1
CC(=O)[C@@]1(O)CC[C@H]2[C@@H]3CCC4=CC(=O)CC[C@]4(C)[C@H]3[C@@H](O)C[C@@]21C	0	7	6	12	-7	-3	4	-2	-0.2	11*
Cc1cc(C)cc(NC(=O)Nc2cc(-c3ccccc3)nn2C)c1	-4	-10	-151	-2	-1	7	3	2	-0.1	4
c1ccc(-c2ccc(C3=Nn4c(nnc4-c4ccccn4)SC3)cc2)cc1	-1	-2	-3	nt	8	nt	1	-3	0.2	0
Nc1cc(S(=O)(=O)Nc2ccccc2Cl)ccc1N1CCCC1	1	-2	-5	12	-1	-11	1	5	-0.1	1
COC(=O)CCCC1=CC2=CC(=O)C(C)(OC(=O)c3cccs3)C(=O)C2=CN1C1CCCCC1 (configuration not stated)	-6	9	-11	-1	-4	-5	-4	11	-0.4	-12
O=C(O)COc1ccc(C(=O)c2ccccc2)cc1	-2	2	-8	4	-4	1	-3	2	-0.1	1
O=C(CNS(=O)(=O)c1ccc([N+](=O)[O-])cc1)N/N=C\c1ccc(O)cc1	-3	-6	-3	6	-1	3	0	4	-1.0	4
CCCCn1nnnc1SCC(=O)N(CC)CC	9	5	4	5	0	-4	2	-4	0.0	2
CN(CC(=O)Nc1ccc(OC(F)F)cc1)S(=O)(=O)/C=C/c1ccccc1	2	1	-8	4	-3	1	5	9	0.2	0
CC(C)(C)CC(=O)Nc1cc2c3c(c1)CCC(=O)N3CCC2	-4	-1	-11	-7	-3	-7	-6	-6	-0.6	0
NS(=O)(=O)c1ccc(NC(=O)NC2CC(=O)N(c3ccc4c(c3)OCCO4)C2)cc1 (configuration not stated)	1	1	-3	1	-1	6	-8	-2	0.4	1
CC1=CC(C)(C)N(C(=O)CCl)c2cc(C)ccc21	-1	7	2	-11	1	4	1	-3	-0.2	4
COc1ccccc1C/C(N)=N/OC(=O)c1ccc2c(c1)OCO2	2	-3	-1	-3	7	-5	-22	3	-0.3	1
COc1cc(SC)ccc1C(=O)Nc1ccon1	5	0	4	4	5	-2	-1	-4	-0.1	3
CCN(CC(=O)Nc1cccc(S(=O)(=O)N2CCCCC2)c1)Cc1ccccc1	3	-8	-4	-6	-2	5	0	6	0.5	5
S=c1[nH]nc(-c2ccccc2Cl)n1Cc1ccccc1	-1	-2	-1	-8	-2	-11	-3	1	-0.1	1
CCOC(=O)N1CCN(C(=O)c2ccc3c(=O)n(Cc4ccc(OC)cc4)c(=S)[nH]c3c2)CC1	15	4	-3	-9	4	-12	2	-1	0.1	2
CN(Cc1ccc(C#CCCO)cc1)CC1CCCN(CCc2ccc(Cl)cc2)C1 (configuration not stated)	3	6	-4	3	3	-12	-4	0	0.5	0
CC(=O)CC1(OC(C)=O)C(=O)N(C)c2ccccc21 (configuration not stated)	0	4	3	1	-1	7	5	0	-0.9	3
O=C(CN1CCCCC1)N/N=C/c1ccccc1OCc1ccccc1	-3	6	0	-21	-7	2	4	8	0.4	0
COc1ccc(NC(=S)N(CCCN2CCOCC2)C(C)c2cc3ccccc3o2)cc1 (configuration not stated)	2	6	-4	-3	0	1	-6	0	0.3	-1
COc1cc(C(=O)Oc2ccc(/C=N/NC(=O)c3ccncc3)cc2)cc(OC)c1OC	-3	0	-4	13	-5	-2	2	2	0.5	6

A few values from the entries so far.
KLK7 zymogen act result of `c1ccc(-c2ccc(C3=Nn4c(nnc4-c4ccccn4)SC3)cc2)cc1` stands at 0.2
KLK7 zymogen act result of `Cc1cc(C)cc(NC(=O)Nc2cc(-c3ccccc3)nn2C)c1` stands at -0.1
